KCNQ1 inh – inhibitors of human KCNQ1 potassium channel; P51787; CHO-K1 KCNQ1, FluxOR thallium flux fluorescence; active compounds read high; B-score at 10 µM; 310,000 tested, 1.3% active; AID 2642;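 active = compounds whose thallium flux B-score, printed positive for inhibition, exceeds three library SD while starting fluorescence stays within three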;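 note: channel opened by potassium depolarization with thallium stimulus after 20 min compound exposure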
DYRK1A inh – blocks rat Dyrk1A kinase activity; ADP-Glo luminescence, NFATc1 peptide; inhibition, % at 12.5 µM; 310,000 tested, 0.43% active; AID 504441; in the data active = inhibition above about 50%;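 note: plate controls were vehicle with enzyme for no effect and no enzyme for full effect; many of its hits are not listed in these tables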
KCNK3 inh – human KCNK3 channel inhibition, primary screen; O14649; CHO-KCNK3 thallium flux, FluxOR fluorescence; active compounds read low; B-score at 10 µM; 340,000 tested, 0.84% active;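 active = B-score under library mean minus 4 SD, starting fluorescence ratio at most library mean plus 5 SD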;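 note: more negative B-score means stronger inhibition of thallium flux through KCNK3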
TRPC4 PAM – allosterically enhances the mouse TRPC4 cation channel. Q9QUQ5. HEK293 TRPC4beta/mu-opioid, DAMGO EC20, Fluo-4 Ca2+ flux; active compounds read high. B-score at 10 µM. 310,000 tested, 0.42% active. AID 2227;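 active = B-score of calcium response area above 5 SD of library B-scores, with initial fluorescence ratio within 5 SD of library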;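 note: B-score of integrated fluorescence ratio over time as area under calcium response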
Target sequence (Q9QUQ5 whole entry, looked up): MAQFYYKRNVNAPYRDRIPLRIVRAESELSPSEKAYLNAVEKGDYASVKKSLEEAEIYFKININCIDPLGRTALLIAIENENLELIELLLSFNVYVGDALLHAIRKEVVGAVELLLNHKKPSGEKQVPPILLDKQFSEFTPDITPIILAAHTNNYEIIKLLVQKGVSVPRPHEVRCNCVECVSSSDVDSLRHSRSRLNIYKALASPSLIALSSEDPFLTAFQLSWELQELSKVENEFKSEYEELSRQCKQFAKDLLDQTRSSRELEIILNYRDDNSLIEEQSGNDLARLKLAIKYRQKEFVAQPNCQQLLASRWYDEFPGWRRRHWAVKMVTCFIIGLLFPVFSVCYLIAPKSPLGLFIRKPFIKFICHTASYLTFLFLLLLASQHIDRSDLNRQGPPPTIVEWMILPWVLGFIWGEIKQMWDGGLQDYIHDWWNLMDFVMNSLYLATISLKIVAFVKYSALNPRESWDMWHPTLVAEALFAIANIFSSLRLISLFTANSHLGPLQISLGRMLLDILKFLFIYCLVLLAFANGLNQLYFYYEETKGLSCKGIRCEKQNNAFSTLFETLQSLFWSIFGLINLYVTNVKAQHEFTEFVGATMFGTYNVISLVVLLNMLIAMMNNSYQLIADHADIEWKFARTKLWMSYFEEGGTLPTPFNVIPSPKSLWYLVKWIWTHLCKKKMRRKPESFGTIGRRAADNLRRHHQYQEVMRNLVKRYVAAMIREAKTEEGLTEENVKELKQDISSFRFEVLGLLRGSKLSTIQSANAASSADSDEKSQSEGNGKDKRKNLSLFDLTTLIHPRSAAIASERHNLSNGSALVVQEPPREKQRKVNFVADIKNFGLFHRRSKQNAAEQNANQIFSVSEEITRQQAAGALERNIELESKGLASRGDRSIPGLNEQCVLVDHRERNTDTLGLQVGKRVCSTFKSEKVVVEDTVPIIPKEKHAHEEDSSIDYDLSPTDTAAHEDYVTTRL
KCNQ1 act – human KCNQ1 channel potentiation or activation; P51787; CHO-K1 KCNQ1, thallium flux FluxOR fluorescence; active compounds read high; B-score at 10 µM; 310,000 tested, 0.35% active;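 active = fluorescence ratio B-score, a plate-corrected score, at least three library SD, with initial intensity B-score within 5 SD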
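System: CHO-K1 cells stably expressing KCNQ1 / Medium: assay buffer for compound exposure, DMSO matched across wells / Reagent: thallium- and potassium-containing depolarizing buffer / Compound: one concentration, matched DMSO / Incubation: 20 min compound pretreatment at room temperature / Measured by: kinetic FluxOR fluorescence, 10 s baseline plus 110 s post-stimulus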
Platelet DG rel – platelet dense granule release activity | human platelet-rich plasma, SFLLRN dense granule ATP release, luminescence | inhibition, %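 (compounds screened at 7.5 µM in platelet-rich plasma)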 | 300,000 tested, 0.22% active;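 active = mean replicate score, as percent of positive control, at or above 50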
PolyA inh – yeast polyadenylation inhibition; 300,000 tested, 0.02% active; calls only at 12 µM; S. cerevisiae SKY197-pL101 polyadenylation reporter, beta-gal luminescence; efflux-impaired pdr1/pdr3 knockout yeast; score 100 = 6 SD above DMSO;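 active = lowest replicate activity score at least 50, where 100 means six control SD above control mean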;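 note: yeast exposed to compound for 9 h at 30 °C; higher score means more reporter readthrough which indicates perturbed polyadenylation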
KCNK9 inh – inhibitors of human KCNK9 two-pore domain potassium channel; Q9NPC2; B-score at 10 µM; HEK293 KCNK9, FluxOR thallium flux fluorescence; active compounds read low; 310,000 tested, 1.2% active; AID 488922;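 active = ratio B-score over 3 SD below the library mean, with starting fluorescence within 5 SD of its mean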;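 note: negative B-score means less thallium flux so channel inhibition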
TRPC4 block – TRPC4 (mouse) channel inhibition; B-score at 10 µM; Q9QUQ5; 300,000 tested, 0.39% active; HEK293 TRPC4beta/mu-opioid, DAMGO-evoked Fluo4 calcium flux; active compounds read low;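 active = B-score over 3 SD under the library average, no early fluorescence shift, positive overall ratio signal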
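Assay system: TRPC4beta/mu-opioid receptor HEK293 cell line; compound dosing: single concentration per test compound; detection: Fluo4 Ca2+ flux fluorescence; evaluation: per-well B score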
TRPC4 act – opens the mouse TRPC4 cation channel. B-score at 10 µM. Q9QUQ5. AID 2237. 310,000 tested, 0.49% active. HEK293 TRPC4beta/mu-opioid, Fluo4 calcium fluorescence; active compounds read high;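 active = B-score above 5 SD of library B-scores, and initial fluorescence ratio not above library mean plus 5 SD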;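 note: positive B-score marks a calcium rise read as TRPC4 activation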
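Assay system: HEK293 stable line with TRPC4beta plus mu-opioid receptor; schedule: 45 min room-temperature Fluo4 loading, 110 s read; technique: kinetic Fluo4 calcium fluorescence; evaluation: integrated baseline-normalised fluorescence ratio, converted to per-well B score; controls: buffer (low) and maximal DAMGO (high)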
hERG protect – shields human hERG channel from block by proarrhythmic agents | Q12809 | CHO-hERG, FluxOR thallium flux, dofetilide IC70 present | activation (rescue from dofetilide block), less the hit threshold, % at 10 µM | 310,000 tested, 0.51% active | AID 1511;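 active = activation above the mean of controls blocked by dofetilide plus 5 SD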;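 note: thallium influx through hERG after potassium depolarization seen as dye fluorescence rise; in these data hits start at about 4.7%; inactives centre near -7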
Starred values were filed as active, the others as inactive; i = inactive; . = not tested or not shown. An excerpt; the hit share may differ from the screen's.

compound	KCNK9 inh	DYRK1A inh	TRPC4 act	TRPC4 PAM	KCNQ1 act	PolyA inh	TRPC4 block	KCNK3 inh	hERG protect	KCNQ1 inh	Platelet DG rel
Cn1ncc(Br)c1NC(=O)CSc1ccc(Cl)cc1	i	.	i	i	i	i	i	i	-12	i	-1
O=C(CC1Nc2cccc3cccc(c23)NC1=O)Nc1ccccc1 (stereo unspecified)	i	-3	i	i	i	i	i	i	-4	i	-7
COc1ccc(S(=O)(=O)NCC(=O)N(CC(=O)NCc2ccco2)C2CCCC2)cc1	i	-11	i	i	i	i	i	i	-7	i	-5
O=C(COc1ccc(Cl)cc1Cl)Nn1c(=S)[nH]c2ncccc2c1=O	i	-1	i	i	i	i	i	i	-7	i	-7
O=C(NC1CCCC1)C(c1ccncc1)N(C(=O)c1csnn1)c1cccc(F)c1 (stereo unspecified)	i	-3	i	i	i	i	i	i	-4	i	-3
CCC(=O)Nc1cccc(C(=O)N(Cc2ccccc2)Cc2ccccc2)c1	i	4	i	i	i	i	i	i	-17	i	-3
Cc1cc(CN(C)Cc2c(C(=O)N3CCCCCCC3)nc3ccc(Cl)cn23)n[nH]1	i	0	i	i	i	i	i	i	-6	i	2
Cn1c(=O)c2c(ncn2CCCNC2=CC(C)(C)CC(=O)C2)n(C)c1=O	i	.	i	i	i	i	i	.	-9	i	15
Cc1cccc(NC(=O)CSc2nnc(-c3ccccc3C)o2)c1	i	0	i	i	i	i	i	i	-15	i	-2
CCCCSc1nnc(-c2ccccc2NC(C)=O)c(=O)[nH]1	i	.	i	i	i	i	i	i	-10	i	-16
Cn1c(O)c(N=NC(=O)Cn2c(C(F)(F)F)nc3ccccc32)c2ccccc21	i	-4	i	i	i	i	i	i	-11	i	-6
Cc1ccc(C)c(-n2[nH]c3c4c(ccc3c2=O)C(=O)c2ccccc2C4=O)c1	i	17	i	i	i	i	i	i	-8	i	4
COc1ccc2nc(Nc3nc(-c4ccncc4)cs3)sc2c1	i	-9	i	i	i	i	i	i	-7	i	2
Cc1ccc(O)c(C(=O)c2cnc(/N=C(\N)N(C)C)nc2)c1	i	-5	i	i	i	i	i	i	-10	i	-2
CN(C(=O)CSc1nnc(CNC(=O)c2ccccc2)o1)c1ccccc1	i	-1	i	i	i	i	i	i	-9	i	-10
COc1cccc(CN(C)C(=O)Cc2ccc(OC)c(S(=O)(=O)N3CCOCC3)c2)c1	i	10	i	i	i	i	i	i	-13	i	-13
CCc1ccc(CN(C)C(=O)c2cc(COc3ccc(OC)cc3Cl)on2)nc1	i	4	i	i	i	i	i	i	-5	i	0
COc1cc(N=Nc2c(C)n(C)n(-c3ccccc3)c2=O)ccc1N	i	1	i	i	i	i	i	i	-6	i	2
CC(C)(C)C(=O)COC(=O)C1=NN(c2ccccc2)C(=O)CC1	i	-3	i	i	i	i	i	i	-4	i	-1
CCOc1cc(C2Nc3ccccc3C(=O)N2c2ccccc2OC)ccc1O (stereo unspecified)	i	4	i	i	i	i	i	i	19*	i	0
CC(=O)N1CC(=O)N(Cc2ccccc2)/C(=C/c2ccccc2)C1=O	i	0	i	i	i	i	i	i	-5	i	-1
CC(C)OCCCNC(=S)N1CCC(C(=O)c2ccc3c(c2)OCCO3)CC1	i	-2	i	i	i	i	i	i	-14	i	-1
CN(C)S(=O)(=O)c1cccc(NC(=O)CSc2nc3ccccc3[nH]2)c1	i	2	i	i	i	i	i	i	-6	i	-1
O=[N+]([O-])c1cc(Oc2cccnc2)cc([N+](=O)[O-])c1	i	-4	i	i	i	i	i	i	-10	i	0
CCn1nc(C(=O)NCc2ccco2)c(Cl)c1Cl	i	-2	i	i	i	i	i	i	-6	i	-2

New compounds follow
compound	KCNK9 inh	DYRK1A inh	TRPC4 act	TRPC4 PAM	KCNQ1 act	PolyA inh	TRPC4 block	KCNK3 inh	hERG protect	KCNQ1 inh	Platelet DG rel
C/C(CC(=O)Nc1c(C)cc(C)cc1C)=N\NC(=O)c1cnccn1	i	-3	i	i	i	i	i	i	-8	i	7
CC1=C(C(=O)OC(C)C)C(c2cccnc2)C2=C(CC(C)(C)CC2=O)N1 (stereo unspecified)	i	-2	i	i	i	i	i	i	-1	i	-3
C[C@@H](C(=O)Nc1ccc2c(c1)OCO2)n1c(=O)[nH]c2ccccc2c1=O	i	2	i	i	i	i	i	i	-7	i	-12
O=c1c2ccccc2cnn1Cc1ccc(Br)cc1F	i	-1	i	i	i	i	i	i	-5	i	-4
CC1(C)Cc2c(sc(NC(=O)C(=O)N3CCCC3)c2C(=O)O)CO1	i	-7	i	i	i	i	i	i	-12	i	-9
CC1CCCN(S(=O)(=O)Cc2ccc(Cl)cc2)C1 (stereo unspecified)	i	-1	i	i	i	i	i	i	-7	i	-1
NC(N)=N/N=C/c1ccccc1Cl	i	11	i	i	i	i	i	i	-7	i	-2
CCOC(=O)C1=C(C)NC(=O)NC1c1ccc(OC(C)C(=O)O)c(OC)c1 (stereo unspecified)	i	-2	i	i	i	i	i	i	-10	i	-4
Cc1ccc(-c2nnc(COC(=O)c3cccs3)o2)cc1	i	-7	i	i	i	i	i	i	-7	i	0
Cc1sc(NC(=O)CN2CCOCC2)c(C(=O)c2ccccc2)c1C	i	2	i	i	i	i	i	i	-11	i	4
Cc1ccnc(-n2sc3ccccc3c2=O)n1	i	19	i	i	i	i	i	i	-10	i	.
N#CC1(P(=O)(c2ccccc2)c2ccccc2)CC1	i	1	i	i	i	i	i	i	-7	i	-4
CCOC(=O)C1CCCN(C2CC(=O)N(c3ccc(C)c(C)c3)C2=O)C1 (stereo unspecified)	i	8	i	i	i	i	i	i	-4	i	-2
CCCCn1c(-c2csc3c2CCCC3)n[nH]c1=S	i	.	i	i	i	i	i	.	-9	i	2
COc1ccccc1N1CCN(C(=O)c2cc(C(C)(C)C)oc2C)CC1	i	.	i	i	i	i	i	i	-11	i	0
CC(=O)C1=NN(c2ccc(Cl)cc2)C(c2ccc3c(c2)OCO3)N(C(C)=O)N1C (stereo unspecified)	i	3	i	i	i	i	i	-8.8*	-7	i	6
C#CCn1cc(C=C2C(=O)c3ccccc3C2=O)c2ccccc21	i	-1	i	i	i	i	i	i	-7	i	9
COc1ccc(NC(=O)c2cc3ccc4c5ccccc5[nH]c4c3cc2O)cc1	i	-2	i	i	i	i	i	i	-4	i	1
CCc1ccc(OS(=O)(=O)c2cn(C)c(=O)n(C)c2=O)cc1	i	.	i	i	i	i	i	i	-11	i	0
CCC(=O)N1c2ccccc2NC2=C(C(=O)CCC2)C1c1ccc(N(C)C)cc1 (stereo unspecified)	i	-3	i	i	i	i	i	i	-6	i	0
CC(C)Sc1nnc(-c2ccc(S(=O)(=O)N3CCOCC3)cc2)n1C	i	2	i	i	i	i	i	i	-4	i	5
O=C(NCCCn1ccnc1)c1cccnc1	i	-5	i	i	i	i	i	i	-6	i	1
CCOc1cc(/C=N/NC(N)=O)ccc1OCC(=O)Nc1ccc(C)c(C)c1	i	-6	i	i	i	i	i	i	-8	i	-4
Cn1ncc([N+](=O)[O-])c1C(=O)Nc1ccccc1Cl	i	-5	i	i	i	i	i	i	-10	i	-4
CC(C)NC(=O)CN1C(=O)NC(CCc2ccccc2)C1=O (stereo unspecified)	i	-1	i	i	i	i	i	i	-5	i	10

Continued:
compound	KCNK9 inh	DYRK1A inh	TRPC4 act	TRPC4 PAM	KCNQ1 act	PolyA inh	TRPC4 block	KCNK3 inh	hERG protect	KCNQ1 inh	Platelet DG rel
Cc1cc(C)c(C)c(C(=O)COC(=O)CNC(=O)CNC(=O)c2ccco2)c1C	i	-12	i	i	i	i	i	i	-7	i	-19
CCOC(=O)c1cc(-c2ccccc2)sc1NC(=O)C(C)Sc1nnc(C)s1 (stereo unspecified)	-7*	-2	i	i	i	i	i	i	-9	i	-4
CC1CCCCC1NC(=O)C(=O)NCC1CCCO1 (stereo unspecified)	i	21	i	i	i	i	i	i	-1	i	-3
COc1ccc(-c2nc3c(c(=O)[nH]c(=O)n3Cc3ccccc3)n2CCO)cc1	i	-5	i	i	i	i	i	i	-4	i	2
COc1ccc(C(=O)NNC(=S)NC(=O)c2ccccc2[N+](=O)[O-])cc1	i	-4	i	i	i	i	i	i	-13	i	30
Clc1ccc(Cn2c(-c3cccnc3Cl)nc3ccccc32)c(Cl)c1	i	4	i	i	i	i	i	i	-17	i	-17
CCOC(=O)N1CCC(=NNC(=O)NC2CCCCC2)CC1	i	-3	i	i	i	i	i	i	-11	i	-13
O=C(NCc1nc2ccccc2[nH]1)C1=C[C@H](c2csc3ccccc23)C[C@H](OCc2ccc(CO)cc2)O1	i	5	i	i	i	i	i	i	-12	i	-2
Cc1ccccc1-c1nc(CN2CCC(C(=O)NC3CC3)CC2)c(C)o1	i	-6	i	i	i	i	i	i	-7	i	-1
CCCCCCCCC(=O)Nc1cc(C)ccc1OC	i	5	i	i	i	i	i	-11*	-13	i	3
CC(C)(C)Cc1nc2ccccc2n1CCc1ccccc1	i	-3	i	i	i	i	-7*	i	-9	i	-4
COCCNC(=O)c1nn(-c2cc(OC)cc(OC)c2)c(=O)c2ccccc12	i	0	i	i	i	i	i	i	-7	i	-4
O=C(Oc1ccc2c(=O)c(Oc3ccc4ccccc4c3)coc2c1)c1ccco1	i	0	i	i	i	i	i	i	-2	i	0
Cc1nn(-c2ccccc2)c(-n2cccc2)c1C(=O)O	i	-2	i	i	i	i	i	i	-7	i	25
CC(C)(C)c1ccc(C(=O)NCCC(=O)N2CCN(c3ncccn3)CC2)cc1	i	-4	i	i	i	i	i	-12*	-6	i	-28
Cc1cccc(Cn2c(SCCN3CCCCC3)nc3c2c(=O)[nH]c(=O)n3C)c1	i	9	i	i	i	i	i	i	-15	i	0
Cc1cccc(NC(=O)CSc2nnc(NC(=O)c3ccc(S(=O)(=O)N4CCOCC4)cc3)s2)c1C	i	.	i	i	i	i	i	.	-1	i	-1
CN(NC(=O)/C=C/C(=O)O)c1ncc(C(F)(F)F)cc1Cl	i	6	i	i	i	i	i	i	-3	i	3

Quoted at random: two compounds from above, in no set order.
compound	KCNK9 inh	DYRK1A inh	TRPC4 act	TRPC4 PAM	KCNQ1 act	PolyA inh	TRPC4 block	KCNK3 inh	hERG protect	KCNQ1 inh	Platelet DG rel
CCOC(=O)c1cc(-c2ccccc2)sc1NC(=O)C(C)Sc1nnc(C)s1 (stereo unspecified)	-7*	-2	i	i	i	i	i	i	-9	i	-4
Cc1ccccc1-c1nc(CN2CCC(C(=O)NC3CC3)CC2)c(C)o1	i	-6	i	i	i	i	i	i	-7	i	-1
